EWS-Fli block – blocks EWS/Fli oncoprotein-driven transcription. A673 NR0B1-luciferase reporter, viability-normalised. inhibition, % at 12.6 µM. 350,000 tested, 0.67% active. AID 651661;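 active = mean inhibition of at least 50% after viability correction, with every replicate also passing that limit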;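 note: firefly luciferase signal divided by Alamar Blue viability fluorescence both relative to DMSO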
LGR2 antag – blocks bursicon-induced cAMP signaling via Drosophila LGR2; HEK293 LGR2, CRE-luciferase, bursicon-stimulated, 4 h; inhibition, % at 9.99 µM; 380,000 tested, 0.35% active; AID 720647;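 active = drop in luminescence signal, shown as inhibition above about 50% in the replicate tests, limit read from the data, passing the limit was not always enough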;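 note: agonist challenge used bursicon conditioned medium at about half maximal strength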
FN deposition inh – fibronectin deposition inhibition. AH1F fibroblasts, Alexa488-fibronectin deposition fluorescence, overnight. inhibition, % at 12.6 µM. 350,000 tested, 0.086% active;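 active = mean inhibition across replicates of 30% or more, regardless of how many single replicates reach that level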;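 note: positive control wells lacked labelled fibronectin entirely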
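Assay system: AH1F fibroblasts / Quantity: 10000 cells per well / Medium: DMEM plus 2% serum, read in PBS / Reagent: labelled fibronectin 24 nM / Dosing: single dose, pinned / Times: 1 h cell attachment, overnight exposure to compound and label / Signal: fluorescence, ex 485 nm, em 525 nm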
PAX8 reporter – inhibitors of PAX8 transcriptional activity in RMG-I cells. RMG-I TPO-luciferase reporter, SteadyGlo, 24 h. AID 652154. inhibition, % at 12.6 µM. 360,000 tested, 1.2% active;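 active = mean replicate inhibition at least 60% with every replicate also reaching 60%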;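 note: luciferase light reporting Pax8 driven TPO promoter activity; plate controls were median of neutral control wells for no effect and mitoxantrone controls for full effect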
Casp6 inh – caspase-6 (human) enzyme inhibition; purified caspase-6, Z-VEID-R110 cleavage fluorescence; 350,000 tested, 0.53% active; inhibition, % at 12.5 µM;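 active = mean inhibition across replicates at least about 35%, with every replicate also reaching that limit, limit read from the data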;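 note: 0% = median of neutral control wells and 100% = no fluorescence left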
Target sequence (P55212 24-179 limits assumed): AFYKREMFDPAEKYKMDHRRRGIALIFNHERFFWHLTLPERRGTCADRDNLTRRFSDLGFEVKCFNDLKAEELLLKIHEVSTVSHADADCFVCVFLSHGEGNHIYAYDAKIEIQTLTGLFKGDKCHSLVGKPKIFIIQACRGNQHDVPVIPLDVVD
Target sequence (P55212 194-293 limits assumed): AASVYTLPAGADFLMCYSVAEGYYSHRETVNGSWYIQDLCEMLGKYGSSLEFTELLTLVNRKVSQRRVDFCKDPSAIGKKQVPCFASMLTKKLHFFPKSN
Cneo AK release – Cryptococcus neoformans lysis via adenylate kinase release | C. neoformans lysis, adenylate kinase release luminescence, 4 h; normalised: neutral wells 0, clomiphene wells 100 | lysis activity, % at 15 µM | 360,000 tested, 0.2% active | AID 651654;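 active = mean lysis activity across replicates of at least 80%, whatever share of replicates individually reach that level; inactive = mean lysis activity below 80%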
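Material: C. neoformans cells; Schedule: 4 h static compound exposure, 37 °C, read 1 h post-reagent; Measured by: adenylate kinase release luminescence; Read-out: signal increase indicating cell lysis; Controls: Clomiphene as positive lysis control.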
miR122 inh – inhibitors of miR-122 in Huh7 cells; 340,000 tested, 0.3% active; Huh7 miR-122 Renilla luciferase sensor, 48 h; neutral wells = 0, positive control = 100; activation (reporter increase), % at 12.5 µM;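 active = mean replicate activation score at least 90 and every replicate individually at or above 90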;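 note: higher luciferase means less miR-122 activity so hits act as miR-122 inhibitors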
PGC1a acetyl inh – lowers PGC1a acetylation signal in U2OS cells | AlphaScreen anti-acetyl-lysine; with virally co-expressed GCN5 acetyltransferase | inhibition, % at 15.6 µM | 350,000 tested, 0.17% active | AID 651687;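 active = every replicate shows inhibition of at least 40%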;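 note: 0% = neutral control wells and 100% = positive control wells; some results beyond the cut were filed as inactive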
Starred values were filed as active, the others as inactive; · = no result given; & = joins results of further samples; [ ] = another dose, or the depositor's remark. No enrichment for hits; any-hit rate near 2.5%.

Results follow in this order: EWS-Fli block, LGR2 antag, FN deposition inh, PAX8 reporter, Casp6 inh, Cneo AK release, miR122 inh, PGC1a acetyl inh
> CCCCOCCCNC(=O)C[C@@H]1C[C@@]2(C(=O)OCC)CCCC=C2N(Cc2ccco2)C1=O
 : 0, -16, 11, 12, 6, ·, ·, ·
> N#C[C@@H]1[C@@H](c2ccc(C#Cc3ccccc3F)cc2)[C@H](CO)N1C(=O)C1CCCC1
 : 0, -22, -4, ·, 1, ·, ·, -28
> CCOC(=O)C1=C(C)N=C2SCCC(=O)N2[C@@H]1c1cccs1
 : -8, ·, -3, 8, 2, 1, ·, 17
> CN(C)S(=O)(=O)c1ccc(NS(=O)(=O)/C=C/c2ccccc2)cc1
 : ·, ·, 0, ·, ·, -5, 165*, 0
> O=C(NCCCNC(=O)c1ccco1)c1ccco1
 : ·, ·, 3, 10, ·, 2, 3, -5
> C[C@@H]1CCCCO[C@@H](CN(C)CC2CCCCC2)[C@H](C)CN([C@H](C)CO)C(=O)c2cc(NC(=O)Nc3ccc(C(F)(F)F)cc3)ccc2O1
 : 76*, 10, -2, -24, -1, 3, -27[16.7 µM], -6
> CC(C)C#Cc1cnc2c(c1)C(=O)N([C@H](C)CO)C[C@H](C)[C@H](CN(C)C(=O)Cc1ccncc1)O2
 : -5, -4, -1, -14, -3, -2, 0[16.7 µM], 9
> CSC1=NC(C)(C)C=C(/C=C/c2c(Cl)cccc2Cl)N1
 : 3, 6, 6, -2, 3, ·, ·, 9
> C[C@@H]1CN([C@@H](C)CO)C(=O)c2cc(C#C[C@@H](C)O)cnc2O[C@@H]1CN(C)C(=O)c1ccccc1
 : -9, -5, -11, ·, 1, -2, -7[16.7 µM], 5
> C[C@H]1CN([C@@H](C)CO)C(=O)c2cc(NC(=O)c3ccncc3)ccc2O[C@H]1CN(C)C(=O)Nc1ccc2c(c1)OCO2
 : -117, -2, ·, ·, 0, -3, 4[16.7 µM], -7
> COc1cc2c(cc1OC)C1=C(C#N)COCN1CC2
 : ·, ·, -1, 4, ·, 4, -5, -6
> Cc1cccc(N(C(=O)c2csnn2)C(C(=O)NC2CCCCC2)c2ccccn2)c1C (stereo unspecified)
 : 6, -4, 5, 1, -2, -7, ·, ·
> Cc1c(NC(=O)c2ccc(Br)s2)c(=O)n(-c2ccccc2)n1C
 : -13, 10, 5, 12, 0, 6, -4, -5
> CCCCCC(=O)N1C[C@@H](O)[C@H](n2cc(C3CC3)nn2)C[C@@H]1c1ccccc1
 : -4, -4, 17, -64, -2, ·, 0, -26
> CSc1ccccc1NC(=O)c1ccc2c(c1)CCN2S(C)(=O)=O
 : -38, -2, 0, -17, 0, 0, -1, ·
> COc1ccccc1C#Cc1ccc([C@@H]2[C@@H](CO)N3CCCCN(S(C)(=O)=O)C[C@@H]23)cc1
 : -15, -8, ·, -12, -3, 4, -6[16.7 µM], 2
> COc1cc(S(=O)(=O)NCC2CCCO2)ccc1Br (stereo unspecified)
 : ·, 0, -3, ·, ·, 2, ·, 15
> N#CCC(=O)NCC1(c2ccccc2)CCCC1
 : ·, 8, ·, ·, ·, -1, -6, 5
> CN(C)CCNC(=O)/C(=C/c1ccc(-c2ccc(Cl)cc2)o1)NC(=O)c1ccccc1
 : ·, 3, 9, 11, ·, 9, -17, 4
> Cc1ccc(C(CC(=O)O)NC(=O)c2ccc(S(=O)(=O)N3CC(C)OC(C)C3)cc2)cc1 (stereo unspecified)
 : -1, -5, 6, -9, -4, -3, 0, -5
> CCOC(=O)C1=C(CNCc2ccccc2Cl)NC(=O)NC1c1cccc([N+](=O)[O-])c1 (stereo unspecified)
 : 3, 11, 0, 14, 0, 0, -2, -27
> O=C(Cn1c(NCCO)nc2ccccc21)c1ccccc1
 : -4, 3, -1, 1, 1, 0, 2, ·
> CCCc1c(NC(=O)Nc2ccc(F)cc2)cnn1-c1ccc(Cl)cc1
 : -25, ·, 4, 18, -4, ·, ·, ·
> Cc1onc(-c2ccccc2)c1C(=O)Nc1nncs1
 : -5, 7, -4, 1, -6, ·, 6, 3
> O=C(c1ccccc1)N1CCN(c2ccc(N3CCOCC3)nn2)CC1
 : -2, 0, 3, -12, 4, 1, ·, -6
> CC(NC(=O)C(=O)c1cn(CC(=O)N2CCOCC2)c2ccccc12)c1ccccc1 (stereo unspecified)
 : ·, 1, 5, 3, 0, 1, 2, 0
> C[C@H](NC(=O)[C@@H]1[C@@H](CO)[C@@H]2Cn3c(cccc3=O)[C@@H]2N1CC1CC1)c1ccccc1
 : 8, -3, ·, ·, 1, -3, 2[16.7 µM], ·
> CCOC(=O)c1cc(-c2cc3ccccc3o2)n[nH]1
 : ·, ·, -23, ·, ·, -1, -1, 2
> Cc1cccc(C)c1C(O)c1ncc(-c2cccc(F)c2)[nH]1 (stereo unspecified)
 : 1, 17, 3, -10, -1, 1, 7, 3
> O=C(c1ccccc1)N1CCN(C(=O)c2cc3nc(-c4ccccc4)cc(C(F)(F)F)n3n2)CC1
 : 1, 1, 2, 33, 11, -10, ·, ·

Part of the list above, bar-delimited.
structure | EWS-Fli block | LGR2 antag | FN deposition inh | PAX8 reporter | Casp6 inh | Cneo AK release | miR122 inh | PGC1a acetyl inh
COc1cc2c(cc1OC)C1=C(C#N)COCN1CC2 | · | · | -1 | 4 | · | 4 | -5 | -6
Cc1cccc(N(C(=O)c2csnn2)C(C(=O)NC2CCCCC2)c2ccccn2)c1C (stereo unspecified) | 6 | -4 | 5 | 1 | -2 | -7 | · | ·

Additional structures
Field names – A = EWS-Fli block; B = LGR2 antag; C = FN deposition inh; D = PAX8 reporter; E = Casp6 inh; F = Cneo AK release; G = miR122 inh; H = PGC1a acetyl inh
mol: CCOc1ccc(C(=S)N2CCOCC2)cc1OCC
  A: 5	B: -10	C: ·	D: ·	E: -1	F: 2	G: -5	H: 3

mol: Cc1nc(C(=O)Nc2ccccc2Cl)cc2c1[nH]c1ccccc12
  A: ·	B: ·	C: 3&-13	D: -39	E: ·	F: -2	G: -14	H: -12

mol: CCCOc1nc(C)cc(COC)c1C(N)=O
  A: -5	B: 8	C: -19	D: 11	E: 0	F: ·	G: ·	H: 3

mol: CN1C(=O)NC(NS(=O)(=O)c2ccc(N)cc2)(C(F)(F)F)C1=O (stereo unspecified)
  A: 10	B: 8	C: 10	D: 3	E: -3	F: ·	G: ·	H: -4

mol: COc1cc(/C=N/NC(=O)c2ccc(CN3c4cccc5cccc(c45)S3(=O)=O)cc2)cc(OC)c1O
  A: 0	B: 37	C: 2	D: 4	E: -1	F: 1	G: 0	H: 0

mol: N=C1/C(=C\c2ccc(-c3cccc(Cl)c3)o2)C(=O)N=C2SC=C(c3ccccc3)N12
  A: 3	B: ·	C: 6	D: -14	E: -5	F: ·	G: ·	H: ·

mol: O=C(c1ccc(Cl)c(NC2=NC3CS(=O)(=O)CC3S2)c1)N1CCN(c2ccccc2)CC1 (stereo unspecified)
  A: 0	B: 13	C: 3	D: -7	E: -1	F: -1	G: 3	H: 1

mol: NC(=O)c1nsc(C(=O)N(CC(=O)NCc2ccccc2)c2ccc(F)cc2)c1N
  A: 8	B: 12	C: -1	D: -91	E: 1	F: 2	G: -2	H: -5

mol: CC(C)NC(=O)N[C@@H]1CC[C@H](CCN)O[C@H]1CO
  A: -3	B: 4	C: 1	D: -9	E: 3	F: 10	G: 0[16.7 µM]	H: 2

mol: CO[C@@H]1CN(C)C(=O)c2cc(NC(=O)C3CCCC3)ccc2OC[C@H](C)N(CC2CC2)C[C@@H]1C
  A: -4	B: 15	C: -4	D: -8	E: 5	F: -12	G: ·	H: 4

mol: CCOc1ccc(NC(=S)NNC(=O)CC(C)O)cc1 (stereo unspecified)
  A: 5	B: 16	C: -10	D: 16	E: 1	F: ·	G: ·	H: ·

mol: COc1ccccc1CNC(=O)C[C@@H]1C[C@H]2c3cc(N(C)C)ccc3O[C@H]2[C@@H](CO)O1
  A: 3	B: -23	C: -16	D: 5	E: 1	F: 9	G: -4[16.7 µM]	H: 4

mol: C=CCn1cnnc1SCC(=O)NCC1COc2ccccc2O1 (stereo unspecified)
  A: 0	B: 2	C: -6	D: 11	E: -9	F: -4	G: ·	H: ·

mol: CCOC(=O)C(=O)NNc1ccc(F)cc1
  A: 12	B: -12	C: 16	D: 10	E: 1	F: 12	G: 6	H: 2

mol: COc1ccccc1CN1[C@@H](CC(=O)O)c2ccccc2S1(=O)=O
  A: -1	B: -11	C: 3	D: -5	E: -1	F: 0	G: -6	H: -6

Next section; the last 2 above are carried over.
Field names – A = EWS-Fli block; B = LGR2 antag; C = FN deposition inh; D = PAX8 reporter; E = Casp6 inh; F = Cneo AK release; G = miR122 inh; H = PGC1a acetyl inh
mol: CCOC(=O)C(=O)NNc1ccc(F)cc1
  A: 12	B: -12	C: 16	D: 10	E: 1	F: 12	G: 6	H: 2

mol: COc1ccccc1CN1[C@@H](CC(=O)O)c2ccccc2S1(=O)=O
  A: -1	B: -11	C: 3	D: -5	E: -1	F: 0	G: -6	H: -6

mol: Fc1ccc(-c2nc3c4ccccc4ccn3c2Cc2cccc(Cl)c2)cc1
  A: 8	B: -21	C: 1	D: 12	E: -4	F: 0	G: 1	H: 8

mol: COc1ccc(S(=O)(=O)N2CCN(C(=O)CCC3CCCC3)CC2)cc1
  A: ·	B: ·	C: 2	D: 0	E: ·	F: 0	G: -8	H: 9

mol: CC1CN(C(=O)COC(=O)c2ccc(C#N)cc2)CC(C)O1 (stereo unspecified)
  A: -1	B: 12	C: 5	D: -31	E: ·	F: -1	G: -2	H: ·

mol: S=C(NCc1ccco1)Nc1ccc(Cl)cn1
  A: ·	B: -3	C: -11	D: ·	E: 4	F: 11	G: 8	H: 4

mol: CC(C)OC(=O)C1CC(C)(O)C(=O)C(C(=O)OC(C)C)C1c1ccc([N+](=O)[O-])cc1 (stereo unspecified)
  A: 12	B: -8	C: -1	D: 3	E: 0	F: ·	G: ·	H: ·

mol: CC(=O)c1sc(NC(=O)C2CCN(C(=O)c3ccc(F)cc3)CC2)nc1-c1ccccc1
  A: 10	B: 24	C: -2	D: 12	E: 0	F: 1	G: -8	H: 0

mol: CC(=O)Nc1ccc(S(=O)(=O)N2CCN(Cc3nc4sc(C)c(C)c4c(=O)[nH]3)CC2)cc1
  A: 9	B: -7	C: -5	D: -3	E: 5	F: -2	G: -2	H: 3

mol: CC(OC(=O)c1cccnc1Cl)C(=O)NC1CCCCC1 (stereo unspecified)
  A: 1	B: -4	C: 3	D: -9	E: 1	F: 5	G: -3	H: 2

mol: O=C(CCc1ccccc1)N[C@@H]1c2ccccc2CC[C@H]1OCc1ccccc1
  A: 13	B: -3	C: -5	D: 4	E: 4	F: 3	G: ·	H: ·

mol: CCCCC(=O)NC(=S)NNC(=O)CCc1ccccc1
  A: 16	B: 12	C: -1	D: 15	E: -5	F: 1	G: -2	H: 0

Limited to EWS-Fli block, for some of the entries so far:
SMILES	EWS-Fli block
CC(C)OC(=O)C1CC(C)(O)C(=O)C(C(=O)OC(C)C)C1c1ccc([N+](=O)[O-])cc1 (stereo unspecified)	12
CC(=O)c1sc(NC(=O)C2CCN(C(=O)c3ccc(F)cc3)CC2)nc1-c1ccccc1	10
CC(=O)Nc1ccc(S(=O)(=O)N2CCN(Cc3nc4sc(C)c(C)c4c(=O)[nH]3)CC2)cc1	9
CC(OC(=O)c1cccnc1Cl)C(=O)NC1CCCCC1 (stereo unspecified)	1

Screens from PubChem.
